Bioassay records as filed in PubChem.
PME-1 inh: PME-1 inhibitors via competitive probe labeling, primary screen, biochemical, fluorescence polarization, FP-Rh probe, HTS. recombinant PME-1. Protein phosphatase methylesterase 1 (Homo sapiens), Q9Y570. 320,000 compounds, 0.53% hits. inhibition, % at 5.9 µM;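 active = inhibition above the campaign mean of all compounds plus 3 SD, cut at about 26% in these data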;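 note: competitive labeling of PME-1 active site by serine hydrolase directed probe; 0% = PME-1 with DMSO and 100% = wells lacking PME-1 enzyme; inhibitors block probe labeling so polarization falls and inhibition rises; many of its hits are not listed in these tables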
PAFAH2 FP inh: PAFAH2 enzyme inhibitors, primary screen, biochemical, fluorescence polarization, human; recombinant PAFAH2, FP-rhodamine activity probe; inhibition, % at 3.39 µM; 340,000 compounds, 0.99% hits; AID 492956, 2010;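 active = inhibition above the mean over all tested compounds plus 3 SD, cut at about 30% in these data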;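 note: inhibitors block probe labeling of enzyme so polarization drops; 0% = enzyme with DMSO and 100% = wells lacking PAFAH2 protein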
PAFAH1B2 FP inh: PAFAH1B2 enzyme inhibitors, primary screen, biochemical, fluorescence polarization, human. Platelet-activating factor acetylhydrolase IB subunit alpha2 (Homo sapiens), P68402. recombinant PAFAH1B2, FP-rhodamine activity probe. inhibition, % at 3.39 µM. 340,000 compounds, 1.2% hits. AID 492953, 2010;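 active = inhibition above the mean of all tested compounds plus 3 SD, cut at about 24% in these data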;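 note: 0% = enzyme with DMSO and 100% = wells lacking PAFAH1B2; many of its hits are not listed in these tables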
Target sequence (P68402 whole entry, looked up): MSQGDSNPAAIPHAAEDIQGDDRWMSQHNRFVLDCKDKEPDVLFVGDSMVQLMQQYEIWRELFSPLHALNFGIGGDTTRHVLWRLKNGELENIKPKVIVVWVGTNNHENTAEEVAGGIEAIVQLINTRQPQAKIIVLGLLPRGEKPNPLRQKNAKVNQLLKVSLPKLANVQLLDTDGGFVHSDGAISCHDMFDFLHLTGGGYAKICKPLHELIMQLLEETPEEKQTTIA
PAFAH1B3 FP inh: PAFAH1B3 enzyme inhibitors, primary screen, biochemical, fluorescence polarization, human. Platelet-activating factor acetylhydrolase IB subunit alpha1 (Homo sapiens), Q15102. recombinant PAFAH1B3, FP-rhodamine probe. inhibition, % at 3.39 µM. 340,000 compounds, 0.28% hits. AID 492972, 2010;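 active = inhibition above the screen-wide average of all tested compounds plus 3 SD, cut at about 25% in these data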;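 note: 0% = enzyme with DMSO only and 100% = wells lacking PAFAH1B3 protein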
pPAFAH inh: pPAFAH enzyme inhibitors, primary screen, biochemical, fluorescence polarization, human | AID 463082, 2010 | recombinant pPAFAH, FP-rhodamine probe fluorescence polarization | Platelet-activating factor acetylhydrolase (Homo sapiens), Q13093 | inhibition, % at 3.39 µM | 330,000 compounds, 1.5% hits;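 active = inhibition above the mean inhibition across the screen plus 3 SD, cut at about 25% in these data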;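 note: inhibitors block binding of the rhodamine activity-based probe so polarization drops; 0% = enzyme with DMSO and 100% = wells lacking pPAFAH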
Target sequence (Q13093 whole entry, looked up): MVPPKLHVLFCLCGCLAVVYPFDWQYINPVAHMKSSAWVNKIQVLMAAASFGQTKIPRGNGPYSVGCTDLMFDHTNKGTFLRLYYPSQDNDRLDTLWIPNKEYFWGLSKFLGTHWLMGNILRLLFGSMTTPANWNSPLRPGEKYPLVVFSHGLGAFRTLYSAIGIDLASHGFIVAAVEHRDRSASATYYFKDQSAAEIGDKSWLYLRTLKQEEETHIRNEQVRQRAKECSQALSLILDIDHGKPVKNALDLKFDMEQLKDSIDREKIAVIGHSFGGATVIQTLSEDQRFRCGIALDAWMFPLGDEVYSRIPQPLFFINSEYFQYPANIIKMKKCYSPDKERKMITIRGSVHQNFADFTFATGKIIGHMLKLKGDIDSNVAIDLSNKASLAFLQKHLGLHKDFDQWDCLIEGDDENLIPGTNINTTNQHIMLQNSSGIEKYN
GSTO1 inh: inhibitors of recombinant GSTO1, primary screen, counter-screen for RBBP9 inhibitor project, biochemical, fluorescence polarization | Glutathione S-transferase omega-1 (Homo sapiens), P78417 | activity-based probe fluorescence polarization | inhibition, % at 5.96 µM | 300,000 compounds, 1.1% hits;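 active = inhibition above the campaign mean inhibition plus 3 SD, cut at about 35% in these data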;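 note: 0% = GSTO1-1 with DMSO and 100% = wells lacking GSTO1-1 enzyme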
Target sequence (P78417 whole entry, looked up): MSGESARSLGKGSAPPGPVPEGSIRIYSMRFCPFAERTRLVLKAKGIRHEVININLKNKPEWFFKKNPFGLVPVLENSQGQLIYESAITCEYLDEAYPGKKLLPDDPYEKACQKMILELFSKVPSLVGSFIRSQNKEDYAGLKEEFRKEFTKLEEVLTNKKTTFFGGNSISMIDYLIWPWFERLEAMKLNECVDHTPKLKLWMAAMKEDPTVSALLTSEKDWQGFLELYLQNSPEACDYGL
LYPLA1 inh: LYPLA1 inhibitors, primary screen, counter-screen for PME1 inhibitor project, biochemical, fluorescence polarization, FP-Rh probe ABPP | Acyl-protein thioesterase 1 (Homo sapiens), O75608 | recombinant LYPLA1 | inhibition, % at 5.9 µM | 320,000 compounds, 0.16% hits | AID 2174, 2009;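 active = inhibition above the mean of all tested compounds plus 3 SD, set per campaign, cut at about 14% in these data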;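 note: inhibitors block serine hydrolase probe labeling of LYPLA1 so polarization falls; 0% = enzyme with DMSO and 100% = wells lacking LYPLA1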
Fam108B inh: mouse Fam108B serine hydrolase inhibitors, primary screen, counter-screen for RBBP9 inhibitor project, biochemical, fluorescence polarization | 300,000 compounds, 0.33% hits | AID 1947, 2009 | inhibition, % at 9.51 µM | recombinant Fam108B, FP-Rh probe fluorescence polarization;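 active = inhibition above the screen mean inhibition plus 3 SD, computed separately per campaign, cut at about 18% in these data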;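 note: inhibitors lower polarization as less probe binds the enzyme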
PAD4 FP inh: human PAD4 inhibitors, primary screen, biochemical, fluorescence polarization, 1536-well format. Protein-arginine deiminase type-4 (Homo sapiens), Q9UM07. recombinant PAD4, RCA probe fluorescence polarization. inhibition, % at 6.36 µM. 330,000 compounds, 0.41% hits;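 active = percent inhibition above a cutoff equal to the mean of all tested compounds plus 3 SD, cut at about 15% in these data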;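 note: 0% = PAD4 with RCA probe and DMSO and 100% = probe without PAD4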
The depositor's hits bear a star; · = not tested or not shown.

SMILES	PME-1 inh	PAFAH2 FP inh	PAFAH1B2 FP inh	PAFAH1B3 FP inh	pPAFAH inh	GSTO1 inh	LYPLA1 inh	Fam108B inh	PAD4 FP inh
CCC(=O)Nc1ccc(Cl)c(NC(=S)NC(=O)COc2ccc(Cl)cc2)c1	-1	-5	4	12	-11	-4	-8	-7	5
CC1(c2ccc(C#N)cc2)NC(=O)N(CC(=O)Nc2cc(S(=O)(=O)N3CCOCC3)ccc2Cl)C1=O (centres undefined)	2	0	0	0	2	9	3	1	-1
Cc1ccc(N(CC(=O)O)S(=O)(=O)c2cccc3nonc23)cc1	-1	5	2	12	3	4	1	1	-4
Cc1ccc(S(=O)(=O)N2[C@@H](c3ccc(C(C)(C)C)cc3)C(C(=O)O)=CC[C@H]2c2cccc(Cl)c2)cc1	·	6	78*	-3	18	·	·	·	-5
Cc1ccc(C)c(SCc2noc(C(=O)NC(C)C)c2C(=O)O)c1	-2	14	11	8	0	-11	0	6	-3
CCOC(=O)C1=C(COC(=O)c2cccnc2Cl)NC(=O)NC1C (centres undefined)	-4	2	0	10	5	0	0	-1	-1
Cc1ccc(CN2CCN(c3ncccn3)CC2)c(C)c1	2	-7	1	5	4	3	-2	-3	-5
CCN1CCN(C(=O)c2ccc(Cl)c(S(=O)(=O)N3CCCCCC3)c2)CC1	2	4	4	9	2	3	1	0	0
Cc1ccc(C)c2sc(NC(=O)c3nc4ccccc4s3)nc12	-3	-11	-1	2	5	4	2	3	-3
CCOC(=O)/C=c1\s/c(=C\c2ccccc2C)c(=O)n1CC(=O)NCc1ccc2c(c1)OCO2	-11	-18	-8	-5	-2	-11	-4	-14	-1
O=C(NCc1ccncc1)C1=NN(c2ccccc2)C(=O)CC1	-4	6	-1	3	7	6	0	4	-6
O=C(COC(=O)C1=COCCO1)Nc1ccccc1OC(F)F	-6	22	0	3	3	-2	1	0	-5
O=c1c2cc3ccccc3n2cnn1Cc1ccccc1F	-1	-2	1	5	2	-1	-4	-1	-1
C=CC[C@@H](CC(=O)NCCO)C(=O)N[C@H](C)COC(=O)[C@@H](CC=C)CC(=O)OC(C)(C)C	·	-3	3	12	0	·	·	·	2
CC(C)OC(=O)c1sc2nc3c(cc2c1N)C(=O)CCC3	-2	-3	0	1	-6	13	-1	-2	-7
COc1ccccc1C(=O)NCCn1cc(SCC(=O)NCC2CCCO2)c2ccccc21 (centres undefined)	0	1	-1	12	3	-2	2	0	0
COc1ccc(NC(C)=O)cc1NS(=O)(=O)c1cn(C)c(=O)n(C)c1=O	-4	2	2	0	5	5	1	1	0
COc1ccc(N2C(=O)CC(N3CCN(c4ccc(S(C)(=O)=O)cc4)CC3)C2=O)cc1 (centres undefined)	5	0	4	9	3	10	1	2	-1
CC1N(C(=O)N2CCOCC2)CCN1S(=O)(=O)c1ccc(Cl)cc1 (centres undefined)	5	4	10	9	2	3	4	-1	1
COc1ccc(-c2n[nH]c(=S)n2N)c(OC)c1	-5	-7	9	13	-2	19	4	-9	-3
Cc1ccc(NC(=O)CC(=O)Nc2ccc(C)cc2)cc1	-6	-6	-1	-8	-5	10	-2	-4	-7
CCN(CC)S(=O)(=O)c1cccc(NC(=O)COc2ccc(F)cc2Br)c1	-3	2	0	1	8	-10	-9	-11	2
COc1ccc(CN2C(=O)c3cccnc3C2=O)cc1S(=O)(=O)N(C)c1cccc(C)c1	4	1	1	4	0	5	-2	3	1
O=C(O)CCSC(=S)N1CCOCC1	-5	0	7	-1	-35	-4	1	3	-1
Cc1n[nH]c(C)c1C(=O)CC1(O)C(=O)N(Cc2ccccc2)c2ccc(Br)cc21 (centres undefined)	2	-1	9	5	-4	3	2	0	0
COc1ccc(CCNC(=O)C/C(C)=N/NC(=O)C23CC4CC(CC(C4)C2)C3)cc1OC	0	5	8	9	-4	0	-3	7	-9
CCN(CC)CCCn1c(=S)[nH]c2ccc(Cl)cc2c1=O	-4	0	4	3	-2	10	-3	1	-3
CC(C)(C)C1=CC(=O)C(=O)C(C(C)(C)C)=C1	-4	-2	-1	1	-6	9	1	5	1
Nc1ccc(-n2nc3ccccc3n2)cc1	5	0	8	2	-1	4	0	-2	-6
CSc1ccc(CN2CCC(Oc3cccc(C(=O)N4CCCC4)c3)CC2)cc1	3	3	5	-1	4	-1	-2	0	3
CCN(CC)CCN1C(=O)C2C3c4ccccc4C(c4ccccc43)C2C1=O (centres undefined)	1	1	2	0	4	-3	-1	0	-1
CCCCN1C2=C(C(=O)CCC2)C(c2ccc(Cl)c(Cl)c2)C2=C1c1ccccc1C2=O (centres undefined)	1	5	2	6	5	5	1	5	1
COc1ccc(/C=C(\C#N)C(=O)Nc2cccc(C)n2)cc1	4	-6	5	4	3	13	1	3	1
COc1ccc(-c2oc3ncn4nc(COc5ccccc5)nc4c3c2-c2ccc(OC)cc2)cc1	-4	-2	2	3	-1	-7	-2	0	1
COc1nc(NC(C)C)nc(N(C#N)CN2C(=O)c3ccccc3S2(=O)=O)n1	2	0	-4	-6	1	-7	-2	-3	0
O=C(Nc1ccc(Br)cc1)c1cccnc1N1CCCCC1	1	2	7	7	1	-3	1	1	-9
Fc1ccc(N2CCN(Cc3nnc(-c4ccccc4)o3)CC2)cc1	2	-12	-3	5	1	1	-4	-5	1
O=C(NCc1ccccn1)C(C(=O)c1ccc(F)cc1)n1ccccc1=O (centres undefined)	-8	-4	2	-4	-1	3	-1	1	-1
COc1ccc(N2CCN(C(=O)C3COc4ccccc4O3)CC2)cc1 (centres undefined)	-2	-4	4	1	10	3	-1	0	-2
Cc1nn(-c2ccccc2)nc1C(=O)OCC(=O)N1CCC(C)CC1	1	-1	4	6	-1	·	4	·	0
Cc1ccc(S(=O)(=O)CCC(=O)Nc2ccc3c(c2)OCO3)cc1	-3	2	3	7	2	6	-1	2	0
Cc1ccc(S(=O)(=O)N2CCN(C(=O)NCc3ccc(C(=O)O)cc3)CC2)cc1	3	3	1	-2	-2	0	-3	2	0
O=C(O)/C=C/C(=O)Nc1ccc(S(=O)(=O)N2CCCC2)cc1	-5	3	6	10	-3	-11	-2	0	-8
CN1C(=O)/C(=C\c2ccc(-c3ccccc3)o2)SC1=S	-6	0	-1	-2	7	2	-1	-4	-6
Cc1ccc(C#CC(C)(O)C(C)(C)C)cn1 (centres undefined)	0	0	5	5	6	0	5	1	-7
NC(=O)c1ccc(NC(=O)CN2CCN(C(=O)c3ccco3)CC2)cc1	-1	-3	3	12	3	3	-4	0	2
COCCn1nnnc1CN1CCC(NC(=O)Nc2cccc(OC)c2)CC1	6	3	2	2	-2	1	7	0	0
CSc1nc2sc3c(c2c(=O)[nH]1)CCC3	3	4	-5	-1	-1	-16	1	-5	1
O=C(N/C(=C\c1ccc(Br)cc1)C(=O)N1CCOCC1)c1ccc(Br)o1	4	1	7	3	1	6	-3	7	1
Cc1oc(S(=O)(=O)N2CCCCC2)cc1NC(=O)Nc1ccc(F)cc1	7	13	4	2	7	1	-3	-3	0

Following part.
SMILES	PME-1 inh	PAFAH2 FP inh	PAFAH1B2 FP inh	PAFAH1B3 FP inh	pPAFAH inh	GSTO1 inh	LYPLA1 inh	Fam108B inh	PAD4 FP inh
O=C(COc1ccc(F)c(Cl)c1)N1CCCCCCC1	-6	-3	4	4	-2	3	-1	-2	0
O=C1CN(C(=O)COC(=O)[C@@H]2CC(O)CN2S(=O)(=O)c2ccc(Cl)cc2)c2ccccc2N1 (some centres undefined)	·	0	4	5	1	·	·	·	-1
CCS(=O)(=O)c1ccc(O)c(NC(=O)COc2ccccc2)c1	2	48*	6	1	14	4	3	4	-1
COc1cc(C(=O)N=c2sc3ccccc3n2C)cc(OC)c1OC	-6	-1	5	7	1	3	0	-3	3
CCOc1ccc(C(=O)NCC(=O)N2CCCCCCC2)cc1OCC	-1	1	0	4	-3	2	1	2	3
O=C1CS/C(=N/N=C/c2ccco2)N1Cc1ccc(F)cc1	-3	·	·	·	12	1	3	-1	-3
Cc1nn(C)c(C)c1CNC(=O)Nc1cccc(Cl)c1C	3	21	3	7	-4	10	-2	3	0
O=C1c2ccccc2C(=O)N1CCCON1C(=O)c2ccccc2C1=O	-9	3	2	5	3	0	-3	1	-5
O=c1ccnc(Nc2ccc3c(c2)OCCO3)[nH]1	-10	·	·	·	-7	-2	-2	1	-1
Nn1c(SCC(=O)NC(=O)NCc2ccccc2)nnc1C1CC1	-9	-2	2	0	2	-2	0	4	2
Brc1ccccc1C1=Nn2c(nnc2-c2ccccc2)SC1	-2	4	3	4	3	-5	-7	0	6
Clc1cccc(Cl)c1C1Nc2cccc3cccc(c23)N1	8	18	2	14	24	47*	0	6	2
Cc1ccc(C2/C(=C(/O)c3cnn(-c4ccccc4)c3C)C(=O)C(=O)N2CCCN2CCOCC2)o1 (centres undefined)	-8	·	·	·	-2	3	-3	0	2
CCCC(O)(c1ccc(OC)cc1)C(CN1CCOCC1)c1ccccc1 (centres undefined)	1	-5	17	2	1	3	0	4	2
Cc1c(Cl)cccc1NC(=O)Cn1c(CCC(=O)O)ccc1-c1ccccc1	-5	-7	5	-1	3	5	-2	6	4
CC(C)c1ccccc1NC(=O)C1CN(S(=O)(=O)c2ccccc2)CCN1S(=O)(=O)c1ccccc1 (centres undefined)	-1	1	9	-2	5	0	-4	0	1
COC/C=C/C1=CC2=CC(=O)C(C)(OC(=O)c3cnc4ccccc4n3)C(=O)C2=CN1C1CCCCC1 (centres undefined)	3	·	·	·	10	36*	-5	10	0
COc1ccc(NC(=O)C2CCN(S(=O)(=O)c3ccccc3)CC2)cc1	9	-2	7	-6	-1	-1	2	3	4
Cc1ccc(C(=O)Oc2cccc(-n3cnnn3)c2)cc1	-5	1	5	3	3	2	-2	-4	-2
O=C(O)c1ccccc1NC(=O)c1cc(-c2ccccc2)nc2ccccc12	-2	11	-1	5	-4	-36	-3	-5	0
CN1C(=O)C(O)(c2nnc(-c3ccccc3)o2)c2ccccc21 (centres undefined)	-1	8	4	0	0	4	4	-3	-1
Cc1ccc(C(O)(C(=O)NNc2ccccn2)c2ccc(C)cc2)cc1	4	7	7	-1	-3	13	1	-3	2
S=C(N/N=C/c1ccco1)NC1CC2CCC1C2 (centres undefined)	-1	8	5	-3	5	-6	5	-1	-1
Cn1ccnc1SCC(=O)N(C1CCCCC1)C1CCCCC1	2	-4	1	0	-1	3	0	-1	-2

Two records picked at random from the list so far, as already listed:
SMILES	PME-1 inh	PAFAH2 FP inh	PAFAH1B2 FP inh	PAFAH1B3 FP inh	pPAFAH inh	GSTO1 inh	LYPLA1 inh	Fam108B inh	PAD4 FP inh
S=C(N/N=C/c1ccco1)NC1CC2CCC1C2 (centres undefined)	-1	8	5	-3	5	-6	5	-1	-1
Cn1ccnc1SCC(=O)N(C1CCCCC1)C1CCCCC1	2	-4	1	0	-1	3	0	-1	-2

A portion of the library; rates above refer to the full screens.
